From PubChem BioAssay
Tb PFK inh: inhibitors of T. brucei phosphofructokinase. O15648. T. brucei PFK, ADP-Glo luminescence. Potency, µM (titrated, usually from 57.5 µM), inactives show at the highest dose activity, negative = inhibition, usual class: inhibitors. hit rate 0.17% among 330,000;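 also: potency is read from the fitted curve at half-maximal effect; 0% = uninhibited 1x PFK enzyme wells and -100% = no-enzyme wells; nearly all actives have a fitted effect of over 60% in size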
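Luminescent ADP detection (ADP-Glo, two-step: ATP depletion then ADP-to-ATP conversion for luciferase) reported PFK activity after 45 min room-temperature reaction of 1.25 nM enzyme with 0.5 mM F6P and 0.1 mM ATP at pH 8.0.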
GALK inh: inhibitors of human galactokinase; Purified GALK, Kinase-Glo residual ATP luminescence; Potency, µM (titrated, usually from 57.5 µM), inactives show at the top dose activity change, negative = inhibition, hits mostly inhibitors; hit rate 0.007% among 270,000; AID 1868; also: potency is read from the fitted curve at half-maximal effect; % is scaled to controls: 0 for no effect and ±100 for the full control effect
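5 nM enzyme, 35 uM ATP, 100 uM galactose, 20 mM HEPES pH8.0, 5 mM MgCl2; 1 h RT; residual ATP by Kinase-Glo Plus luminescence, qHTS format.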
TSHR antagonist: blocks TSH signaling through the human TSH receptor | P16473 | TSHR-expressing cells, TSH-stimulated cAMP HTRF, 2 h; hits give low values | activity change, negative = inhibition, % at 11.5 µM | hit rate 0.2% among 330,000;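 active = activity change below a set negative limit, meaning inhibition stronger than a set level, cut at about -70% in these data; inconclusive = activity change between two set negative limits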; also: % is scaled to controls: 0 for no effect and ±100 for the full control effect
Target sequence (P16473 whole entry, looked up): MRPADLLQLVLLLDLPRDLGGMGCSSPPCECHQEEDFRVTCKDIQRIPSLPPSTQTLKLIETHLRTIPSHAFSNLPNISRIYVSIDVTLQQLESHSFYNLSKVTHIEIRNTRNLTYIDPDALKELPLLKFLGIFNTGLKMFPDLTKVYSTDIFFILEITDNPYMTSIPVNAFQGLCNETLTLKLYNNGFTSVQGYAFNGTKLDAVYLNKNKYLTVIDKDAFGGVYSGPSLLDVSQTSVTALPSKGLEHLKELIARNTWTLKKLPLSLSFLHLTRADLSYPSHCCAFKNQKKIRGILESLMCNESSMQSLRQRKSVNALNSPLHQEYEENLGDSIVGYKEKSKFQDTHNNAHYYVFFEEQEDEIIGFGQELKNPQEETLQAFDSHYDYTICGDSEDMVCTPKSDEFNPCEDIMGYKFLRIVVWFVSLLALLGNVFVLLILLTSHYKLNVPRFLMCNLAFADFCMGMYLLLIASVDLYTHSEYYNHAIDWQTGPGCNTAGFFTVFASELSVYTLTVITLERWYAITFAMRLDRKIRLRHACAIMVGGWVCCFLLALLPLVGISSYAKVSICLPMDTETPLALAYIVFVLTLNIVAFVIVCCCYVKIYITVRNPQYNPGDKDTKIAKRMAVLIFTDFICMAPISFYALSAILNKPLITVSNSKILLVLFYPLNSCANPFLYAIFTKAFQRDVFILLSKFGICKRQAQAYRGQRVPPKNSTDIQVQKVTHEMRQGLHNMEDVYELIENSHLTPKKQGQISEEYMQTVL
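TSHR-expressing cells were treated with compounds, then stimulated with TSH at EC80 (4nM final) for 2 hours at 37 deg C. Cellular cAMP was measured by HTRF competition between lysate cAMP and cAMP-d2 for a cryptate-labelled anti-cAMP antibody.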
FBPA coupling cs: counter-screen for Giardia aldolase inhibitors: coupling enzyme system; coupling enzyme system counterscreen, AmpLite Red fluorescence; activity change, negative = inhibition, % at 58.2 µM, hits read low; hit rate 0.67% among 290,000; AID 2472; in the data active = activity change below about -30%; also: % is scaled to controls: 0 for no effect and ±100 for the full control effect
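Compounds tested against the coupling enzymes alone at 57.5 uM final; readout was AmpLite Red fluorescence (525/598 nm) after 20 min at RT.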
KCNH2 WT inh: blocks the wildtype human KCNH2 potassium channel; Q12809; activity change, % at 1.84 µM; U2OS, BacMam KCNH2, thallium flux FluxOr; hits give low values; AID 720551; hit rate 0.37% among 340,000;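 active = maximum activity change below -70%; inconclusive = maximum activity change between -70% and -50%; inactive = maximum activity change above -50%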; also: % is scaled to controls: 0 for no effect and ±100 for the full control effect
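U2OS cells were transduced with wild-type KCNH2 virus (2.03 x 10^8 / mL) for 4 h at room temperature, then cultured overnight at 37 C. Thallium flux was read with FluxOr dye. Rate constants were normalized to DMSO controls.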
AT treatment: candidate therapy for ataxia-telangiectasia | […] A-T fibroblasts, KAP-1 phosphorylation AlphaLISA; neocarzinostatin DNA damage 30 min before lysis | Potency, µM (highest dose often 57.5 µM), for inactives: top-dose activation, hits mostly activators | hit rate 0.19% among 320,000 | AID 485349; also: potency is read from the fitted curve at half-maximal effect; % of control where 0% means no effect; nearly all actives have a fitted effect of over 45% in size
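ATM-like activity read as KAP-1 phosphorylation via AlphaLISA donor/acceptor antibody pairs after lysis and 6 hr at 25C. Cells were ATM-null patient fibroblasts ([…], hTERT), dosed 60 min, then exposed to the DSB inducer NCS for 30 min.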
BCR signal inh: blocks chronic active B-cell receptor signaling; Potency, µM (titrated, usually from 46.1 µM), inactives show at the top dose ratio change, negative = lower green/red ratio, hits mostly inhibitors; AID 493014; ABC-DLBCL IkBa-CBG/CBR reporter, luminescence ratio, 4 h; hit rate 0.05% among 340,000; active = well fitted inhibition curve with a large enough effect in the signal ratio, with a control signal flat, not every such curve was filed as active; inconclusive = small, poorly fitted or top-dose-only effect, or effect the other way, or a change in a side signal; the % refers to the signal ratio;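 also: potency is read from the fitted curve at half-maximal effect; plate controls were basal doxycycline-induced cells for no effect and cells given 10 µM MG132 for full effect; MG132 reads +100%, hits lower the ratio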
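Concentration-response series (up to 46 uM) were applied to TMD8 dual-reporter cells for 4 h at 37C with doxycycline. Green/red ratio, after filter-overlap correction, defined %Activity; red signal alone was normalised to basal cells and zero luminescence.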
Giardia kill: kills Giardia lamblia; Giardia lamblia trophozoite viability; hit rate 0.15% among 340,000; activity change, % at 7.66 µM, hits read low; AID 540267; in the data active = activity change below about -80%; inconclusive = between about -30% and that limit;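 also: parasites exposed to compound for two days anaerobically before the ATP read; % is scaled to controls: 0 for no effect and ±100 for the full control effect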
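Trophozoite viability was measured as ATP-dependent luminescence, read 15-30 min after reagent addition. Before that, parasites at 100 cells/well were exposed to compounds for 48 h, anaerobically, at 37 deg C.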
CXXC DNA block: MLL CXXC-DNA interaction inhibition; Potency, µM (highest dose often 115 µM), for the others: at the highest dose activity change, negative = inhibition, most hits filed as inhibitors; hit rate 0.037% among 290,000; MLL-CXXC / FITC-HOXA9 DNA fluorescence polarization; AID 2662; active = well fitted inhibition curve with a large enough effect in the polarisation, with a control signal flat, not every such curve was filed as active; inconclusive = small, poorly fitted or top-dose-only effect, or effect the other way, or a change in a side signal; inactive = no such curve, though single readings can be large or run the other way; the % refers to the polarisation; also: potency is read from the fitted curve at half-maximal effect
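Fluorescence polarization: 7 uM MLL-CXXC (stock) preincubated 5 min with compounds, then 50 nM fluorescein-HOX-A9 DNA (stock) added; 30 min ambient. Buffer 50 mM Tris-HCl pH 7.5, 50 mM NaCl, 1 mM DTT, 0.05% BSA.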
TCR act: T cell receptor activation. primary human leukocytes, anti-CD3, IL-2 HTRF, 48 h. 330,000 tested, under 10 active. Potency, µM (doses to about 9.22 µM), for inactives: top-dose activation of IL-2 secretion, actives largely listed as activators. AID 504894; also: % of control where 0% means no effect
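Primary human leukocytes receive a-CD3 beads and test compound and are incubated 48 hr. Secreted IL-2 is then assayed by HTRF, measuring 665nm acceptor emission after 320nm excitation of the europium donor.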
An asterisk follows results filed as active; ? = inconclusive; . = not tested or not shown; [ ] = remark or other dose. Unless noted, calls follow the shape of the dose curve; as a rule, active = well fitted curve in the direction sought with a large enough effect; inconclusive = small, poorly fitted or top-dose-only effect, or another doubt; inactive = no such curve, though single readings can be large; an effect the other way counts as inactive or inconclusive.

SMILES	Tb PFK inh	GALK inh	TSHR antagonist	FBPA coupling cs	KCNH2 WT inh	AT treatment	BCR signal inh	Giardia kill	CXXC DNA block	TCR act
CCOc1ccc(CN(C(=O)c2ccco2)C2CCS(=O)(=O)C2)cc1 (stereo not given)	0.7%	-0.6%	36.2	2.7	-2.6	0.0%	3.4%	4.6	-0.5%	-3.0%
CCOC(=O)c1cccc(NC(=O)C2CCN(S(=O)(=O)c3cnc[nH]3)CC2)c1	3.5%	3.6%	4.1	1.2	4.6	-1.9%	0.1%	-10.5	-4.3%	-8.3%
Cc1cccc(NC(=O)CCNC(=O)c2ccccc2)c1	-9.1%	.	3.5	-0.6	1.7	14.3%	2.1%	6.5	-17.8%	-1.6%
CC(Sc1ccccc1)C(=O)Nc1ccc(S(=O)(=O)N2CCOCC2)cc1 (stereo not given)	-7.3%	0.3%	-9.4	-0.9	16.6	3.0%	-16.1%	-1.1	3.5%	-1.1%
COc1cc(-c2nc(CN3CCCCC3CCNC(C)=O)c(C)o2)ccc1F (stereo not given)	-0.2%	0.3%	0.4	-0.6	3.3	42.3%	?	2.6	-8.5%	-5.3%
COc1ccc(CCNC(=O)c2cc3ccccn3n2)c(OC)c1OC	4.3%	1.2%	7.7	6.2	-1.3	-37.4%[inhibitor]	-0.1%	35.8[activator]	4.3%	7.5%
Cc1oc(=O)c(NC(=O)c2ccccc2)cc1C(N)=O	-1.3%	9.5%	-2.8	1.8	-10.6	2.8%	-2.2%	8.1	0.1%	5.2%
CCOc1ccc(CN2CCC(n3nccc3NC(=O)CCCc3ccccc3)CC2)cc1	0.5%	3.8%	1.1	.	-132.4*	3.1%	-9.0%	-26.7	-0.1%	1.3%
CCn1cc(CN2CCc3c([nH]c4ccccc34)C2c2cccc(OC)c2)c(C)n1 (stereo not given)	1.7%	0.8%	8.0	-3.3	-2.9	5.1%	?	-11.1	-1.7%	2.4%
CC(Sc1ccc(Br)cc1)C(N)=O (stereo not given)	-3.4%	-0.3%	-5.4	1.2	1.3	34.1%	-0.9%	-9.2	-1.6%	3.2%
COCCN(Cc1cc2cc3c(cc2nc1Cl)OCO3)C(=O)c1cccc(C)c1	-14.2%	1.6%	11.4	-3.8	-1.3	?	-18.7%	-3.7	-10.8%	-3.0%
CC(=O)Nc1ccc(S(=O)(=O)Nc2nc3n(n2)C(c2ccccc2)CC(=O)N3)cc1 (stereo not given)	-7.9%	-1.1%	2.2	-0.8	7.7	-0.6%	?	11.3	-2.7%	-3.9%
Cc1cccc(NC(=O)CNC(=O)c2cccs2)n1	-9.7%	.	4.4	.	-8.9	4.0%	?	-3.1	.	3.5%
COCc1cc(C)nc(SCC(=O)N2CCC(C)CC2)c1C#N	13.7%	-3.3%	-3.4	1.8	30.4	-0.8%	5.4%	28.4	-5.3%	1.3%
Cn1c(N)c(C(=O)COC(=O)c2nc(Cl)ccc2Cl)c(=O)n(C)c1=O	-5.2%	9.0%	-0.2	0.1	-0.8	-1.5%	0.4%	-16.9	4.3%	-60.5%
FC(F)(F)c1ccc(C2Nc3cccc4cccc(c34)N2)cc1	-6.7%	15.4%	-8.4	-1.5	5.4	0.6%	-13.0%	4.6	12.8%	0.1%
COC(=O)C1Cc2c([nH]c3ccccc23)CN1 (stereo not given)	0.6%	-5.2%	-3.4	.	3.4	-1.1%	-1.4%	-14.4	-1.6%	3.6%
NCCCC[C@H]1CNC(=S)N1CC1(c2ccccc2)CC1	0.7%	2.7%	-9.9	3.7	-4.8	37.8%	-2.3%	-13.6	9.2%	3.5%
O=S(=O)(NC(=NC1CCCCC1)c1ccccc1F)c1ccccc1	0.0%	-1.7%	-5.9	1.0	17.5	5.3%	-1.5%	12.4	-1.6%	7.2%
Cc1ccc(SCC(=O)Nc2c(Br)cnn2C)cc1	0.6%	.	-0.4	2.5	-9.5	3.0%	5.7%	23.8	-22.0%	0.4%
O=C(CCC1CCCN(C(=O)c2ccsc2)C1)NCc1ccc(F)c(F)c1 (stereo not given)	?	0.8%	-14.9	4.9	0.8	1.7%	8.7%	-1.2	9.6%	-2.8%
Cc1ccc(C(=O)O/N=C(\N)c2ccc(Br)cc2)cc1	-9.4%	1.2%	2.9	-2.6	16.4	.	?	-8.1	5.3%	7.2%
O=C(NC1CCCCCC1)C1CCN(C(=O)Cc2ccccc2)CC1	-1.4%	-3.5%	6.9	1.1	-1.6	-3.1%	0.9%	-9.2	3.2%	6.1%
Cc1ccc(-n2ncc3c(SCC(=O)NNC(=O)c4ccco4)ncnc32)cc1	1.1%	6.3%	-20.5	0.6	-2.4	-1.0%	-10.9%	-6.4	5.8%	-4.5%
COc1ccc(-c2[nH]ncc2CN(CC2CCC(=O)N2)C(C)C)cc1F (stereo not given)	-0.6%	4.7%	0.2	2.1	1.5	-2.7%	?	-16.1	9.9%	-9.2%
CCSc1nc(C)c(C(C)=O)cc1C#N	1.8%	1.3%	-0.8	6.5	2.8	.	?	-2.0	12.3%	2.4%
COc1ccc(NC(=S)NCCN2CCOCC2)cc1	-0.3%	-4.0%	18.1	2.6	-16.4	6.3%	14.9%	-7.2	-5.3%	-5.2%
Cc1ccc2nc(SCC(=O)N(CC(C)C)c3c(N)n(CC(C)C)c(=O)[nH]c3=O)[nH]c2c1	-5.3%	0.1%	5.0	1.2	0.3	-2.6%	-14.4%	3.6	-5.1%	-2.9%
Cc1ccc(NC(=O)[C@@H](C)NC(=O)[C@@H]2Cc3ccccc3CN2)cc1	0.4%	-5.1%	-8.0	.	-10.0	14.8%	1.2%	-20.1	5.3%	-5.2%
Cc1cccc(C(=O)NCCCN(C)CCCNC(=O)c2cccc(C)c2)c1	0.5%	-2.5%	0.3	-2.1	32.2	-4.4%	4.5%	4.1	24.7%	.
COC(=O)c1ccc(NC(=O)c2ccc(NC(=O)C3CCCO3)cc2)cc1 (stereo not given)	0.7%	0.0%	-5.7	2.3	-14.3	-1.8%	-0.7%	-15.0	6.7%	-3.6%
COc1ccccc1CCN1CCCC(CN(C)Cc2ccc(OCCO)cc2)C1 (stereo not given)	0.9%	1.9%	0.2	-0.3	37.9	3.3%	-2.7%	7.0	6.7%	.
Nn1c(SCc2ccccc2)nc2c(cnn2-c2ccccc2)c1=O	5.3%	0.0%	-15.5	2.2	2.2	0.7%	?	-2.3	10.6%	-1.2%
O=C(CSC1=NS(=O)(=O)c2cc(F)ccc2N1)NCc1ccccc1	0.0%	.	1.3	.	0.9	-0.9%	5.0%	6.7	.	0.1%
COc1ccc(NC(=O)C23CCC(C)(C(=O)C2)C3(C)C)cc1 (stereo not given)	-10.0%	0.6%	2.3	1.9	11.9	1.6%	?	-14.7	0.6%	5.6%
COc1ccc([C@@H]2[C@@H]3C(=O)N(C(C)(C)C)C(=O)[C@@H]3[C@]3(Cc4ccc(Cl)cc4)C(=O)N(c4cccc(C)c4)C(=O)N23)cc1	0.9%	.	10.8	-5.2	-9.5	6.0%	-6.1%	0.8	7.6%	-0.5%
CC(OC(=O)c1cccc(S(=O)(=O)N2CCCCC2)c1)C(=O)NCC1CCCCC1 (stereo not given)	-3.1%	.	-9.6	.	-1.3	6.9%	0.7%	-26.3	.	-0.3%
COCCCNC(=O)NC(=O)c1ccccc1	-5.7%	2.2%	2.5	1.2	0.6	-6.5%	0.1%	-5.8	10.1%	0.5%[46.1 µM]
O=C(Nc1ccc(Cl)c(Cl)c1)c1ccc(Cn2cc(Cl)cn2)cc1	-0.7%	-5.0%	-47.9	-5.4	4.2	2.3%	?	-10.5	16.5%	-8.8%[46.1 µM]
CC1(c2ccc3ccccc3c2)NC(=O)NC1=O (stereo not given)	26.4%	-2.0%	-1.0	-1.6	20.3	1.5%	5.0%	-28.8	-1.3%	-5.1%
O=C(NCc1cccnc1)C1CCCN(S(=O)(=O)c2ccc(Cl)cc2)C1 (stereo not given)	-1.3%	1.4%	0.6	-1.9	-10.3	-0.1%	-1.5%	0.7	-7.4%	5.4%
O=C(Cn1ncc2c(=O)oc3ccccc3c21)N1CCCN(Cc2ccccc2F)C1	-0.6%	-0.9%	-3.2	3.1	-0.8	3.8%	4.7%	-25.5	1.5%	-6.5%[46.1 µM]
CC1(C)CC(=O)C(C=NCCN2CCN(C(=S)NC3CCCCC3)CC2)=C(O)C1	3.0%	0.4%	6.9	1.1	-2.1	-1.0%	-4.2%	1.4	0.4%	-2.0%[46.1 µM]
Cc1cc(C)c(C#N)c(Nc2ccc3c(c2)OCCO3)n1	-4.7%	1.2%	-8.0	1.9	-7.1	14.1%	?	2.5	-0.6%	-2.2%

Hits appear at their usual frequency, and some 1.6% of all compounds hit somewhere here.
